All columns: NCI-60 one-dose screen, growth in % after 48 h at 10 µM unless noted; 100 = growth as untreated, 0 = no growth, -100 = all killed.
MOLT-4 = MOLT-4 leukemia cells | actives 6.9% (n = 80,000) | AID 1794779
MCF7 = MCF7 breast cancer; actives 6.3% (n = 82,000); AID 1794796
MDA-MB-435 = MDA-MB-435 melanoma. actives 7.8% (n = 82,000)
MDA-MB-231 = MDA-MB-231 breast cancer. AID 1794789. actives 5% (n = 81,000)
SR = SR leukemia cells; actives 8.7% (n = 73,000)
BT-549 = BT-549 breast cancer; actives 4.4% (n = 78,000)
MDA-MB-468 = MDA-MB-468 breast cancer; actives 8.5% (n = 78,000); AID 2202374
K-562 = K-562 leukemia; actives 7.4% (n = 78,000)
* hit, by the source's call; / = no result given; & = joins results of further samples; ! = not confirmed by another sample. How the source made its calls: active means growth percent below 10; inactive means the rest.

SMILES	MOLT-4	MCF7	MDA-MB-435	MDA-MB-231	SR	BT-549	MDA-MB-468	K-562
CC(C)c1ccc(NC(=O)Nc2ccc(NC(=O)c3ccccc3N)cc2)cc1	19.2	31.6	46.5	50.1	17.9	77.0	81.4	18.2
C=C1c2nc3ccccc3n2C=C(c2ccc(Cl)cc2)N1Cc1ccccc1	58.5	63.0	98.1	85.4	23.7	142.4	59.1	59.1
CN(C)Cc1ccccc1C(=O)C(c1ccccc1)c1ccccc1	106.4	108.6	115.9	119.7	106.3	105.7	/	100.4
Nc1ccc(Cc2ccc([N+](=O)[O-])cc2)cc1	82.5	92.5	103.2	85.0	99.8	79.8	90.2	100.5
CCOC(=O)c1c(N2CCN(C)CC2)[nH]c(=O)c(C=Nc2ccc(OC)cc2)c1O	132.5	108.0	100.5	98.2	154.0	77.3	95.5	108.0
O=C1CCC2c3[nH]c4ccccc4c3CCN12 (centres undefined)	108.5	93.8	100.9	112.9	103.5	127.0	108.4	111.7
CCCSc1nc(NC2CC2)c(C#N)c(-c2ccc(Cl)cc2)n1	71.4	90.7	98.9	73.9	/	88.2	86.7	82.8
Cc1c(C(=O)NCCc2ccc(N3CCC[C@@H]3C)cc2)nn(-c2ccc(Cl)cc2Cl)c1-c1ccc(Cl)cc1	60.7	73.2	89.8	86.4	71.6	108.3	56.2	67.3
CN(C)c1oc(C(=O)O)nc1C#N	108.4	103.9	106.7	110.7	102.3	118.0	112.3	111.8
CC(=O)Nc1ccc(C(=O)NC(=S)Nc2ccc(S(N)(=O)=O)cc2)cc1	111.2	93.0	97.5	99.3	104.9	94.4	80.2	86.6
CCCCN(CCCC)CNC(=O)c1ccccc1	99.5	95.2	101.6	109.6	/	108.0	97.8	108.4
CC1CC=CCC1(CO)CO (centres undefined)	101.3	101.2	104.3	100.7	107.6	99.0	99.1	103.8
O=C(c1ccccn1)N1CCN(C(=O)c2ccccn2)CC1	113.6	100.9	93.0	112.5	110.0	102.3	97.3	112.9
CC(CO)NC(Cc1ccccc1)c1ccccc1 (centres undefined)	109.7	98.4	97.4	87.8	110.4	97.9	100.0	126.7
C=CCn1c(=O)n(C)c2c(=O)n(C)c(=O)n(C)c21	103.6	98.9	103.3	114.4	100.7	108.5	102.0	100.8
CC(=O)CC(=O)N1CCN(C(=O)CC(C)=O)CC1	103.3	91.9	99.7	113.0	99.8	96.0	102.9	105.7
COc1ccc(NC(=O)c2cc(-c3ccc(Cl)c(Cl)c3)oc2C)cc1	102.7	91.0	101.2	102.4	101.2	98.1	97.6	105.4
CCCCC/C=C/C/C=C/CCCCCCCCNC(=O)Nc1ccc(OCC)cc1	108.3	97.6	104.7	113.2	109.4	111.6	102.7	/
Clc1ccc(Cn2c(-c3cccs3)nc3ccccc32)cc1	83.4	82.2	92.5	86.1	/	107.2	39.5	53.0
CC1CCC(n2cnc3c(Cl)ncnc32)O1 (centres undefined)	113.3	90.1	99.6	104.7	104.5	89.6	96.3	/
Cn1cc(-c2nc(-c3cn(C)c4ncccc34)cs2)c2cc(Cl)ccc21	63.9	93.5	59.2	91.9	/	90.3	80.1	65.0
Clc1ccc2c(NCCCN3CCOCC3)c3oc4ccccc4c3nc2c1	10.6	16.6	36.0	33.8	8.1*	103.9	35.7	13.2
C#Cc1nc(/C=C/C(=O)c2nccn2C)cs1	-31.2*	-30.0*	1.3*	-64.7*	-40.8*	-59.1*	-28.5*	-16.8*
N#CCCCOc1ccccc1	113.2	101.7	114.9	114.4	99.7	106.8	112.9	120.2
O=P(CCc1ccccc1)(c1ccccc1)c1ccccc1	89.8	93.1	92.6	100.9	99.1	106.4	105.1	91.5
CC[n+]1ccc(C)c(C)c1	98.9	99.7	99.3	116.5	114.5	108.2	/	99.1
Brc1ccc(Oc2ccc(Nc3ncnc4onc(-c5ccccc5)c34)cc2)cc1	94.0	86.1	99.9	98.3	94.2	101.7	102.8	92.4
O=c1[nH]nc(-c2ccccc2)cc1Cc1cc2ccccc2[nH]c1=O	81.0	77.7	99.9	82.5	83.4	83.9	92.7	82.7
O=C(Nc1ccc(Cl)cc1)c1cccc([N+](=O)[O-])c1	75.2	64.6	100.0	79.1	82.1	95.9	85.1	87.3
CCCCCCCCCCCCCCCCCC(=O)N(CCO)C(=O)C[n+]1ccccc1	99.3	97.0	90.6	90.7	92.8	85.8	89.0	93.8
CN1CCN(CCNC(=O)c2cccc(CN3c4cccc5c4C(=Cc4cccnc43)N(C)C5=O)c2)CC1	47.4	16.6	39.8	31.7	33.5	57.5	24.4	30.0
CC(=O)Nc1ccc(O)c(Br)c1	112.6	97.0	111.2	93.2	97.8	102.1	99.5	100.8
COc1ccc(NS(=O)c2ccc(OC)cc2)cc1 (centres undefined)	85.4	94.1	86.0	89.8	73.1	67.3	87.4	82.6
COc1ccc(N=[N+]([O-])c2ccc(OC)cc2)cc1	/	111.4	98.1	107.6	/	102.7	98.6	/
NC(Cc1ccccc1[N+](=O)[O-])C(=O)O (centres undefined)	114.1	97.2	103.5	100.5	105.9	95.2	105.0	104.8
C=CCSc1ncnc2nc[nH]c12	111.6	92.5	108.8	107.7	105.9	120.0	115.0	109.1
O=C(NCCNc1nccc(-c2c(-c3cccc(F)c3)nc3sccn23)n1)c1ccc(C(F)(F)F)cc1	50.0	46.3	47.7	74.7	68.9	87.9	77.6	61.8
CC1(C)CC(=O)C(C(c2ccc(Cl)cc2)n2ncc(C#N)c2N)C(=O)C1 (centres undefined)	89.8	80.8	101.3	77.4	96.1	110.2	103.7	103.1
C=CCNc1nc(NN2C(=O)c3cccc4cccc(c34)C2=O)nc(N2CCOCC2)n1	96.1	87.1	104.5	86.6	95.9	95.3	94.7	98.8
NC(N)=N/N=C/c1ccc(Cl)cc1	53.9	23.5	-53.2*	97.5	/	77.4	44.0	14.0
CC1(C)CC[C@]2(C(=O)N3CCNCC3)CC[C@]3(C)C(=CC[C@@H]4[C@@]5(C)Cc6c([nH]c7ccccc67)C(C)(C)[C@@H]5CC[C@]43C)[C@@H]2C1	67.9	88.3	90.1	105.7	25.5	99.8	86.6	53.5
Nc1cc(-c2cccc(OC(F)(F)F)c2)nc2ccc(N3CCCC3)cc12	12.8&12.7&10.7	15.8&14.9&15.4	-35.8*	5.3*!	-23.8*	3.2*!	-23.5*	3.7*
CCCN(CCC)C(=O)CCN1C(=O)/C(=C/c2ccc(O)cc2)SC1=S	104.7	101.1	94.5	90.3	83.9	110.6	/	103.1
CNc1c(Cl)c(Cl)cc(Cl)c1Cl	107.6	/	105.2	105.2	95.2	102.9	118.2	103.5
O=C1c2ccccc2-n2c(noc2=O)[C@@H]2CCCN12	106.7	101.5	105.8	107.5	103.8	102.9	99.5	112.7
Cc1cccc(C)c1NCC(=O)Nc1ccccn1	105.4	86.7	103.6	99.0	95.9	104.6	103.3	91.2
Cc1ccc2cccc(OC(=O)Nc3ccc(C)c(NC(=O)Oc4cccc5ccc(C)nc45)c3)c2n1	95.5	100.1	108.7	104.4	95.3	108.5	98.0	108.6
COc1cc2c(/C=C3\C(=O)Nc4ccccc43)c(C(=O)O)[nH]c2cc1C	84.0	72.0	105.1	87.9	91.3	102.3	/	102.6
Clc1cc(Cl)ncn1	104.6	91.2	107.3	108.6	99.1	/	104.8	107.2
CCCCCCCCCCCCCCCCN=C(CC(=O)O)C(=O)O	79.4	86.5	96.7	/	65.6	101.3	95.2	80.6
CCN1CCN(CCCNc2nccc(-c3c(-c4ccc(F)c(O)c4)nc4sccn34)n2)S1(=O)=O	112.4	92.3	82.3	104.6	105.1	113.6	101.5	97.8
Cc1nc2sc(C(=O)Nc3cccc(Cl)c3)c(N)c2cc1C(=O)c1ccc(C(F)(F)F)cc1	96.4	75.2	82.5	88.7	85.0	88.7	84.2	91.2
O=C(c1ccccc1)c1ccc(C2CCCCC2)cc1	104.2	95.7	99.8	101.5	106.9	115.4	/	103.2
Clc1ccc(-n2ncc3c(NCCCN4CCOCC4)ncnc32)cc1	97.7	89.9	98.9	83.2	88.9	101.1	74.4	94.2
CN(C)c1ccc(-c2c(C#N)c(N)n(-c3cccc(C(F)(F)F)c3)c(=O)c2C#N)cc1	99.9	96.5	105.4	97.4	97.5	89.7	102.7	99.9
COc1ccc(-c2c[nH]cc2-c2cc(OC)c3c(c2OC)OCO3)cc1	86.3	96.9	79.3	75.1	/	95.4	92.8	84.6
Cc1c2ccccc2cc[n+]1C	124.0	103.9	122.3	117.9	153.7	157.1	107.2	109.0
Nc1nc(Nc2cc(Cl)ccc2O)nc(-c2ccccc2)n1	79.4	88.5	106.9	95.2	69.2	98.1	/	89.9
CCCCCCCCCCCCNC(=S)N/N=C/c1ccc(NC(C)=O)cc1	101.7	93.4	98.1	100.4	88.2	107.8	98.1	96.6
N#Cc1nc(-c2ccc(F)cc2)oc1S(=O)(=O)N1CCCCC1	-6.7*	56.0	83.8	78.1	1.6*	80.0	52.7	7.6*
More records:
SMILES	MOLT-4	MCF7	MDA-MB-435	MDA-MB-231	SR	BT-549	MDA-MB-468	K-562
Brc1cnc2ccccc2c1	100.8	101.4	104.8	112.9	103.3	103.3	113.3	107.5
CC1=NN(c2nc(-c3ccco3)c(C#N)c(=O)n2C)C(=O)C1N=Nc1ccc(S(N)(=O)=O)cc1 (centres undefined)	96.5	96.2	101.4	94.1	103.6	111.4	79.9	58.2
CN(C)CCCN(CCC1CCCCC1)CCC1CCCCC1	15.9	-24.1*	-33.2*	19.4	-35.3*	86.0	-35.4*	26.0
COc1ccc(-n2ncn(Cc3cc(=O)oc4ccc5ccccc5c34)c2=O)cc1	/	92.4	103.2	94.6	/	98.2	112.5	94.8
CCN1CCN(c2cc(-c3ccccc3)nc(Nc3ccc(C(c4c[nH]c5ccc(Br)cc45)c4c[nH]c5ccc(Br)cc45)cc3)n2)CC1	57.7	89.0	74.8	65.6	57.4	104.2	82.1	69.0
COc1ccc2cc(-c3csc(N)n3)c(=O)oc2c1	88.4	86.7	94.8	102.1	84.5	79.7	100.7	102.9
CS(=O)CC(=N\N)/C(CS(C)=O)=N/N (centres undefined)	105.4	92.1	107.5	93.5	94.3	137.0	96.1	99.5
COc1ccc2c(c1)[nH]c(=O)c1c3cc(OC)ccc3cn21	26.2	14.1	-9.4*	0.6*	20.4	36.8	5.7*	25.6
CC(C)CC(C(=O)O)N1C(=O)CSC1=S (centres undefined)	101.0	91.5	99.5	98.0	/	101.9	100.4	101.8
Cc1ccc(S(=O)(=O)Oc2ccc(NC(=O)C3CCCCC3)cc2)cc1	65.2	91.2	97.5	74.5	51.9	78.5	92.4	36.3
CC(=O)OC[C@]12CC[C@@H](C(C)=O)[C@@H]1[C@H]1CC[C@@H]3[C@@]4(C)CCCNC(C)(C)[C@@H]4CC[C@@]3(C)[C@]1(C)CC2	85.8	79.7	96.6	95.1	88.1	92.6	93.7	72.2
CC1(C)CCC(S(=O)(=O)c2ccc3c(c2)/C(=N\O)c2cc(S(=O)(=O)N4CCC(O)(c5cccc(C(F)(F)F)c5)CC4)ccc2-3)CC1	-69.2*	-70.9*	-93.5*	-68.7*	-54.0*	-80.8*	-78.4*	-70.2*
O=[N+]([O-])c1ccc(-c2nc(N3CCOCC3)c3c4c(sc3n2)CCCC4)cc1	86.4	73.1	99.1	81.0	76.4	82.3	94.8	99.6
CCC(=O)Oc1c(Cl)c(Cl)c(Cl)c(Cl)c1Cl	86.2	90.5	107.3	100.0	106.9	76.1	93.6	/
CCOC(=O)c1c(C)nn(CC(O)c2ccccc2)c1NC(=O)Nc1cccc2ccccc12 (centres undefined)	71.2	93.5	105.7	88.5	100.1	103.3	96.6	79.7
Cc1nnc(NS(=O)(=O)c2ccc(N=Nc3c(N)nc(N)[nH]c3=O)cc2)s1	100.0	98.3	98.1	115.4	101.4	103.4	109.1	99.2
